# From PubChem
# PfHsp90 set2: reduces growth (ATP signal) of yeast expressing P. falciparum Hsp90; S. cerevisiae expressing PfHsp90, BacTiter-Glo ATP, 48 h; yeast lacking PDR1 and PDR3 efflux regulators; inhibition, % at 9.4 µM; 310,000 compounds, 0.32% hits; AID 504621;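 active = every replicate shows inhibition above about 80%, whatever the replicate mean, limit read from the data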;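 also: 0% = DMSO neutral controls and 100% = 20 µM radicicol positive controls; yeast relying on Plasmodium falciparum Hsp90 in place of its own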
# dFosB activator: activators of mouse delta FosB homodimer. purified delta FosB, TAMRA-CDK5 oligo fluorescence polarization; percent of positive-control signal above neutral wells. activation, % at 25 µM. 340,000 compounds, 0.99% hits. AID 493131;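 active = mean activation above about 17%, with every replicate also reaching it, limit read from the data, passing the limit was not always enough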;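 also: fluorescence polarization rise as delta FosB binds a TAMRA Cdk5 AP-1 oligo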
# SUMO Mot1 rescue: blocks SUMOylation pathway, rescuing yeast Mot1-301 growth. S. cerevisiae Mot1-301 growth rescue, ATP luminescence, 38.5C; percent above DMSO median, 100 means doubled. 320,000 compounds, 1% hits. growth rescue, % at 18.8 µM;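 active = every valid replicate shows activation above 250% relative to neutral control wells; inactive = the rest, any valid replicate at or below 250%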;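 also: OY570 slx delta 5 strain wells were the positive control but not used for scaling; some compounds called inactive have numbers as strong as hits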
# LANA DNA inh: inhibitors of KSHV LANA C-terminal domain DNA binding; MBP-C-LANA/FAM-LBS DNA binding, fluorescence polarization; inhibition, % at 9 µM; 340,000 compounds, 0.078% hits;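 active = highest replicate inhibition at or above 60% at 9 µM, even if other replicates fall short; inactive = all replicates below 60% inhibition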;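 also: 0% = neutral control wells and 100% = 4 µM acridine orange control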
# PvdQ acylase: P. aeruginosa PvdQ acylase inhibition | inhibition, % at 10 µM | purified PvdQ acylase, fluorescence plate reader | 340,000 compounds, 0.063% hits; in the data active = inhibition above about 30%, passing the limit was not always enough;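 also: 0% = vehicle neutral wells and 100% = reference inhibitor wells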
# Rtt109 HAT inh: C. albicans Rtt109 histone acetyltransferase inhibition | purified Rtt109/Vps75, ThioGlo CoA-SH fluorescence, 4 h | inhibition, % at 34.9 µM | 330,000 compounds, 0.16% hits | AID 540336;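 active = inhibition of at least 50% in every replicate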
# Target sequence (Q5AAJ8 whole entry, looked up): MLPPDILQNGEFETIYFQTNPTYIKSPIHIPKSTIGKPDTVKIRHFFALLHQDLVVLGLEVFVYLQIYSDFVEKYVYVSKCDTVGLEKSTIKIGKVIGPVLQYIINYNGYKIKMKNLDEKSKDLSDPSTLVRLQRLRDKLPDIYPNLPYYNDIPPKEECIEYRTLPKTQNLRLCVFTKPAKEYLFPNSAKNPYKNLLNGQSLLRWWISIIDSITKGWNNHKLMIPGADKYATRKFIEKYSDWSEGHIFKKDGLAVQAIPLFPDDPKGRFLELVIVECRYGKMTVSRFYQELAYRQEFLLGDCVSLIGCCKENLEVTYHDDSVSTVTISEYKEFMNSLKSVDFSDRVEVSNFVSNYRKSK
# CDK5 inh: CDK5/p35 (human) kinase inhibition. inhibition, % at 10 µM. AID 488839. Q00535+Q15078. Recombinant CDK5/p35, ADP-Glo luminescence, 60 min. 330,000 compounds, 0.01% hits;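 active = highest replicate inhibition of at least 50% and at least 75% of replicates reaching 50%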;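 also: plate controls were DMSO neutral control for no effect and GW8510 at 10 µM for full effect; many of its hits are not listed in these tables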
# Cardiac RTF inh: cardiac RTF calcium desensitization | P19429+P45379 | IANBD-labeled cardiac RTF, Ca2+ fluorescence | inhibition, % at 7.15 µM | 340,000 compounds, 0.12% hits;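 active = inhibition above the mean inhibition of all tested compounds plus 3 SD, cut at about 17% in these data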;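 also: assay run at fixed EC70 calcium of 1.6 mM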
# RTF Ca sens act: cardiac RTF calcium sensitization. activation, % at 7.2 µM. 340,000 compounds, 0.24% hits. IANBD-labeled TnC RTF fluorescence at EC20 calcium; 0% EC20 calcium, 100% full calcium;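 active = activation above the mean over all tested compounds plus 3 SD, cut at about 30% in these data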;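 also: rise in fluorescence read as greater calcium sensitivity of cardiac thin filaments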
# NSD2 HMT inh: blocks human histone methyltransferase NSD2; O96028; NSD2 peptide methylation, AlphaScreen, 120 min; inhibition, % at 12.5 µM; 310,000 compounds, 0.54% hits; AID 743445; in the data active = inhibition above about 50%
# Keap1 Nrf2 FP: disrupts human Keap1 binding to Nrf2 peptide; inhibition, % at 9.4 µM; Keap1 Kelch-Nrf2 peptide fluorescence polarization, 1536-well; 340,000 compounds, 0.15% hits; Q14145; in the data active = inhibition above about 12%;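 also: human Keap1 Kelch domain with fluorescein labeled Nrf2 9mer peptide probe; 0% = neutral control wells and 100% = peptide positive control; higher means more block of Keap1 binding to Nrf2 peptide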
# Target sequence (Q14145 whole entry, looked up, the tested form may be a part): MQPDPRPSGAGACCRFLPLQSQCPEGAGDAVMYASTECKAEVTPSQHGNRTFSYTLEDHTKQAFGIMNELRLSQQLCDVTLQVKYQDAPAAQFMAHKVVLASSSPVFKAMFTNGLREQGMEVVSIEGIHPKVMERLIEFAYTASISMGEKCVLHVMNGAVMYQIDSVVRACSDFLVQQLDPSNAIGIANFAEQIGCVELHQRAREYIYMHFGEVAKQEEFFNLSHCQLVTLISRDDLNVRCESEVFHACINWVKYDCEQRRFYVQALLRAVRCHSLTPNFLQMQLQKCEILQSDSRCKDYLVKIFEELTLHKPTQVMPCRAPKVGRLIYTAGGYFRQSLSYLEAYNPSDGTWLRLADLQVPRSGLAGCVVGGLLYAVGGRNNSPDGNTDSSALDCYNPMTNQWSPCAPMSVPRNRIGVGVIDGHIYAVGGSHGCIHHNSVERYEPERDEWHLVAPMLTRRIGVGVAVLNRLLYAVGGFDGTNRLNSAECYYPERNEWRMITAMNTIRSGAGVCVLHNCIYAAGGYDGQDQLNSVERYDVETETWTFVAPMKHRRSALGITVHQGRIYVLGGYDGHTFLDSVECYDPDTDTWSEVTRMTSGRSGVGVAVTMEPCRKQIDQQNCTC
# An asterisk follows results filed as active; x = no result given.
compound	PfHsp90 set2	dFosB activator	SUMO Mot1 rescue	LANA DNA inh	PvdQ acylase	Rtt109 HAT inh	CDK5 inh	Cardiac RTF inh	RTF Ca sens act	NSD2 HMT inh	Keap1 Nrf2 FP
CN1CCN(S(=O)(=O)c2cccc(C(=O)NC3(C)CCS(=O)(=O)C3)c2)CC1 (stereo not given)	11.7	-3.6	22.4	-0.8	-3.1	3.7	0.7	-4.9	-1.3	-1.9	-0.1
O/N=C1\CC(O)Cc2nonc21 (stereo not given)	-2.9	-0.1	-4.3	1.6	-9.7	-3.2	0.8	5.6	-2.2	-0.8	1.7
CC1CC(C)CN(C(=O)c2ccc3c(c2)OCCO3)C1 (stereo not given)	7.6	-10.5	2.3	0.4	-10.1	0.6	-1.7	-2.1	0.8	-2.2	2.1
O=C(c1ccccc1)N1CCN(C(=O)c2cc3ccccc3oc2=O)CC1	-26.9	-0.1	128.0	0.8	-2.9	-0.1	-5.7	-7.8	-4.3	-4.0	-1.0
CN(Cc1ccccc1)S(=O)(=O)c1ccc(C(=O)Nc2nnc(C3CC3)o2)cc1	12.0	-0.4	35.4	-0.6	-6.2	-10.6	0.9	-9.2	5.1	x	-4.6
CSc1ccc(N/N=C(/C#N)S(=O)(=O)C(C)(C)C)cc1	-42.5	3.1	-9.7	0.4	-8.7	3.6	-0.3	x	x	3.4	-1.4
Cc1ccc(-c2nc3cccnc3s2)cc1NC(=O)c1ccco1	-3.5	-18.6	215.9	1.2	-8.4	-2.9	-0.8	0.4	-5.0	0.1	0.9
Cc1cc(NC(=O)C2C3C(=O)N(Cc4ccc(Cl)cc4)C(C(=O)NC(C)(C)C)C34C=CC2(C)O4)no1 (stereo not given)	-11.3	-5.9	-1.1	0.4	-14.6	-53.4	0.2	-12.3	3.6	-0.1	0.2
CCOc1ccc(Cn2nnc(-c3ccc(S(C)(=O)=O)cc3)n2)cc1OCC	x	-2.2	9.0	1.6	5.9	-0.4	1.4	-3.5	0.8	-1.8	-1.0
CC(C)(C)c1csc(NC(=O)Cn2c(=O)oc3ccccc32)n1	-6.3	-2.9	8.8	1.0	-14.6	2.9	0.6	-2.1	-5.2	0.9	-1.7
CCCN1CCN(c2ncnc3c2nnn3Cc2ccccc2)CC1	0.2	-8.5	5.3	-2.6	-14.4	1.9	-1.4	-1.6	0.1	1.7	-2.5
COc1ccc(/C=C2/NC(=O)N(CC(=O)Nc3cccc(C)c3)C2=O)cc1O	-34.8	12.6	14.3	-0.5	-9.6	0.6	2.1	-5.8	0.3	-11.9	-4.5
O=C(COc1ccc([N+](=O)[O-])cc1)Nc1ccc(N2CCCC2)cc1	3.1	5.6	1.3	0.0	-19.0	-7.1	-0.1	-13.8	3.4	4.6	-2.4
O=C1N/C(=C/c2cccn2-c2ccccc2)C(=O)N1Cc1ccccc1F	-29.3	6.5	-4.5	-0.3	17.9	6.8	1.6	-0.1	-3.0	-1.0	-5.9
COc1ccc(S(=O)(=O)Nc2ccc3c(c2)OCO3)cc1Cl	-4.1	-1.9	x	-0.1	-0.5	-12.3	-2.1	6.8	8.3	-1.0	-4.1
O=C(Cn1cnc2ccccc2c1=O)Nc1ccc(S(=O)(=O)N2CCCC2)cc1	7.9	-16.3	42.3	-1.4	-20.5	-5.6	-1.3	-17.9	0.8	-1.2	-5.4
CCOc1ccccc1CN1CCN(Cc2cn(C)nc2-c2ccccc2)CC1CCO (stereo not given)	10.4	-12.2	7.8	-1.5	7.1	0.5	-0.1	11.2	-4.1	x	2.9
CCOc1cccc(NC(=O)c2cnccc2C(F)(F)F)c1	9.6	-1.5	-27.4	-0.4	-7.5	-6.7	0.3	0.4	0.2	-0.8	-4.1
C[C@H](CO)N1C[C@H](C)[C@@H](CN(C)Cc2ccc3c(c2)OCO3)Oc2c(NC(=O)C3CCCCC3)cccc2C1=O	5.3	-5.8	-15.3	1.9	11.0	18.7	0.9	-13.0	-3.5	x	-3.3
COc1cc(S(=O)(=O)NCC2(N3CCCCC3)CCCCC2)ccc1NC(C)=O	9.4	-4.8	x	0.5	-12.4	-6.9	0.7	-6.1	9.1	-2.8	5.8
Cc1ccc(N(CC(=O)NC2CCCC2)C(=O)Cn2nnc(-c3ccccc3F)n2)cc1	2.6	-6.0	-0.6	0.4	11.6	29.2	-0.1	-4.9	-0.9	-0.5	2.0
O=C(Nc1ccccc1C(=O)Nc1ccccc1)c1cccs1	12.0	-0.6	-15.1	3.4	-10.4	-4.4	-5.9	-1.7	-4.1	-4.4	-4.1
CC(=O)Nc1ccc(NC(=O)CN(c2cccc([N+](=O)[O-])c2)S(C)(=O)=O)cc1	13.3	-5.8	-8.5	-2.4	-6.1	0.0	-0.7	-6.1	2.0	1.0	0.5
Cc1c(OC(C)C(=O)N[C@H](C(=O)O)c2ccccc2)ccc2c3c(c(=O)oc12)CCCC3 (stereo not given in full)	2.0	-6.2	9.7	-0.3	0.9	8.3	0.7	4.6	5.5	x	1.0
Cc1cccc(C(C(=O)NCc2ccc(F)cc2)N(C(=O)c2csnn2)C2CC2)c1 (stereo not given)	-1.7	-1.8	-2.0	0.3	10.9	0.5	1.4	-17.4	-5.0	-2.5	-3.9
CCCOc1ccc(C(=O)Nc2ccc(N3CCN(C(=O)c4ccco4)CC3)cc2)cc1	-2.8	-3.2	-1.1	-0.9	-4.7	-2.2	-1.7	-5.4	-1.1	0.1	3.3
O=C(Cn1nc(-c2ccccc2)ccc1=O)N1CCCCC1	-3.5	6.7	-6.2	-2.2	0.7	2.3	0.9	-14.2	-1.2	-2.4	-3.1
Cc1cc(OCC(=O)N2CCC(O)(c3ccc(Cl)cc3)CC2)c2c(C)cc(=O)oc2c1	16.0	9.2	8.2	-3.9	6.6	-1.0	-1.9	2.6	-6.0	-3.6	-1.1
Cc1cc(C)nc(NC(=O)C(c2ccccc2)c2ccccc2)n1	-5.2	-9.2	-7.6	1.4	-15.9	1.0	3.0	-0.4	-4.6	-1.0	-4.9
Cc1ccc2nc(-c3ccc(N)cc3)sc2c1	5.0	-9.0	23.8	-0.6	-27.1	-3.3	2.5	x	x	-1.5	0.6
Cc1cccc(C)c1OCC(O)CNS(=O)(=O)c1ccccc1C(=O)N1CCCCC1 (stereo not given)	x	-3.6	-0.4	1.3	1.4	3.1	0.8	-7.2	-2.8	104.7*	1.5
COc1cc(OC)cc(C(=O)Nc2ccc(S(=O)(=O)Nc3cc(C)on3)cc2)c1	1.1	-0.4	-17.9	-0.1	-1.1	8.4	0.3	-0.3	-5.7	0.4	-2.0
COc1ccc(Cl)cc1NC(=O)COC(=O)C1CC(=O)N(Cc2ccccc2)C1 (stereo not given)	4.3	1.0	-12.2	0.5	-3.1	20.0	0.8	4.7	-0.4	-2.1	-2.7
CCN(CCC#N)c1ccc(/C=N/Nc2nc(C)cc(=O)[nH]2)c(C)c1	-12.1	-10.9	11.6	-0.2	-9.4	-2.2	1.4	0.7	-6.2	7.4	0.7
O=c1c2oc3ccccc3c2ncn1Cc1ccccc1F	29.4	-9.7	-14.9	-2.8	-15.5	-1.7	-0.3	-3.0	3.5	-3.2	-3.5
COc1ccc(C2c3[nH]c4ccccc4c3CCN2Cc2cccn2-c2ncccn2)cc1C (stereo not given)	-4.2	32.2*	-12.5	-0.1	-11.9	2.1	-1.7	-8.0	7.8	-1.8	-6.1
COc1cc([C@H]2[C@@H]3CCCC[C@]3(O)CCN2CC(=O)Nc2ccc(C)cc2C)ccc1O	14.9	-15.2	-5.8	-1.6	-12.0	3.1	-1.5	0.0	0.9	26.0	-4.8
Cc1cc(C)n(C(=O)CCNC(=O)c2ccccc2Br)n1	-3.9	5.3	12.9	0.7	-1.4	1.6	-2.2	-3.2	0.0	-0.6	0.7
COc1cccc(C(=O)N=c2sc3cc(S(C)(=O)=O)ccc3n2C)c1	-13.9	27.2*	-11.9	0.4	9.1	13.3	1.4	x	x	-3.5	-0.7
Cc1cccc(NC(=O)/C=C/c2ccc([N+](=O)[O-])s2)c1	0.4	-0.8	-6.3	0.2	-5.3	-3.2	-1.4	11.3	-4.8	14.6	-6.5
CCOCc1nnc(NC(=O)c2c(-c3ccccc3)noc2C)s1	10.1	-4.0	x	-0.8	-13.6	-6.0	0.3	-4.2	-1.5	-2.1	-1.9
CCOC(=O)C(CCCOc1cccc(CC)c1)C(=O)OCC	-13.1	-11.2	9.5	-2.8	3.7	11.0	-0.5	5.8	-2.6	-6.1	10.0
O=C(CN1CCOCC1)Nc1ccc([N+](=O)[O-])cc1	4.8	-4.0	-7.0	-1.2	-11.9	-17.1	-1.0	0.1	0.9	-1.7	0.4
COc1ccc(/C=N/n2cnnc2SCCO)cc1OC	-1.4	-4.1	-13.9	1.3	-0.7	9.5	3.2	-7.0	1.3	2.4	-3.2
CCCCn1c(O)c(C=NCCCN(C)C)c(=O)[nH]c1=O	10.4	5.3	-5.3	-4.4	-15.8	-30.7	1.5	0.3	-4.4	0.9	-3.9
O=C(CCn1c(=O)sc2ccccc21)Nc1cccnc1	-24.3	-5.5	18.9	-1.3	5.3	-12.9	2.3	-1.8	-8.2	10.9	5.0
COCCNC(=O)CN1C(=O)NC2(CCCCCC2)C1=O	-40.0	-2.6	-5.6	-0.9	-11.8	8.2	0.2	-2.2	1.4	x	-6.1
Cc1ccc(-n2c(SCC(=O)NCC3CCCO3)nc3ccccc3c2=O)cc1C (stereo not given)	29.7	-8.0	134.1	-0.8	-5.2	2.7	0.5	9.7	3.2	-0.1	2.5
O=C(Nc1ccc2c(c1)nc1n2CCN(C2CCCCC2)C1)c1ccco1	-3.6	-9.1	x	-1.6	-12.1	-5.5	0.7	-11.4	0.7	x	-4.0
CCCn1c(C(C)NC(=O)c2ccccc2)nc2ccccc21 (stereo not given)	31.9	3.8	x	0.7	-8.0	3.6	-0.3	3.7	2.4	-0.6	-1.9

# More results:
compound	PfHsp90 set2	dFosB activator	SUMO Mot1 rescue	LANA DNA inh	PvdQ acylase	Rtt109 HAT inh	CDK5 inh	Cardiac RTF inh	RTF Ca sens act	NSD2 HMT inh	Keap1 Nrf2 FP
Cc1nc(SCC(=O)O)c2oc3ccccc3c2n1	9.6	0.2	11.6	-1.1	6.3	-3.7	1.5	4.4	4.2	-3.9	1.7
CC(=O)Nc1ccc(-n2nnnc2SCC(=O)NCc2cccs2)cc1	18.1	4.6	x	-1.2	-4.9	-4.6	-0.4	4.3	-0.6	4.5	-0.1
CCN(CC(=O)Nc1ccc(C)c(S(=O)(=O)N(C)C)c1)Cc1ccccc1	11.2	-6.1	23.5	-1.6	-20.4	2.6	0.6	-10.5	3.3	-1.2	-5.1
COc1ccc(CN2CCC(C(=O)c3cccc(Cl)c3)CC2)cc1	-25.2	0.6	77.3	1.3	-11.7	-2.7	-0.6	-2.3	0.4	-1.1	3.4
Cc1ccc(-n2ncc3c(=O)n(-c4ccc(C)c(C)c4)c(C)nc32)cc1	-13.3	-1.2	0.7	-0.9	9.5	-1.3	1.4	-9.3	-5.0	-0.6	-2.8
